Neddylation inh – blocks human cullin neddylation | P61081+Q13564 | TR-FRET cullin neddylation, biochemical | calls only at 25 µM | hit rate 0.58% among 360,000 | AID 651699; in the data active means inhibition above about 36%
FAS-TE inh – inhibitors of human fatty acid synthase thioesterase domain. inhibition, % at 15 µM. P49327. recombinant FAS-TE, OMFH fluorogenic substrate, fluorescence endpoint. hit rate 0.67% among 360,000;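 active means compounds whose normalised, plate-corrected inhibition of enzyme fluorescence in the single-dose primary screen is 50% or more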;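 further: 0% = DMSO with enzyme and 100% = substrate without enzyme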
bovine MsrA act – activators of bovine methionine sulfoxide reductase A. purified bovine MsrA, absorbance read-out. activation, % at 10.6 µM. hit rate 0.3% among 360,000; in the data active means activation above about 7.5%;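 further: 0% = vehicle and 100% = reference activator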
NRP1-CendR mod – alters CendR peptide binding to human NRP-1; O14786; FAM-RPARPAR peptide binding to NRP-1, fluorescence polarization; inhibition, % at 25 µM; hit rate 0.85% among 360,000; AID 602438;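 active means inhibition or corrected inhibition above about 18%, plus a signal ratio from 0.5 to 1.5, limit read from the data, passing the limit was not always enough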; further: strong numbers were not always called active
Target sequence (O14786 whole entry, looked up): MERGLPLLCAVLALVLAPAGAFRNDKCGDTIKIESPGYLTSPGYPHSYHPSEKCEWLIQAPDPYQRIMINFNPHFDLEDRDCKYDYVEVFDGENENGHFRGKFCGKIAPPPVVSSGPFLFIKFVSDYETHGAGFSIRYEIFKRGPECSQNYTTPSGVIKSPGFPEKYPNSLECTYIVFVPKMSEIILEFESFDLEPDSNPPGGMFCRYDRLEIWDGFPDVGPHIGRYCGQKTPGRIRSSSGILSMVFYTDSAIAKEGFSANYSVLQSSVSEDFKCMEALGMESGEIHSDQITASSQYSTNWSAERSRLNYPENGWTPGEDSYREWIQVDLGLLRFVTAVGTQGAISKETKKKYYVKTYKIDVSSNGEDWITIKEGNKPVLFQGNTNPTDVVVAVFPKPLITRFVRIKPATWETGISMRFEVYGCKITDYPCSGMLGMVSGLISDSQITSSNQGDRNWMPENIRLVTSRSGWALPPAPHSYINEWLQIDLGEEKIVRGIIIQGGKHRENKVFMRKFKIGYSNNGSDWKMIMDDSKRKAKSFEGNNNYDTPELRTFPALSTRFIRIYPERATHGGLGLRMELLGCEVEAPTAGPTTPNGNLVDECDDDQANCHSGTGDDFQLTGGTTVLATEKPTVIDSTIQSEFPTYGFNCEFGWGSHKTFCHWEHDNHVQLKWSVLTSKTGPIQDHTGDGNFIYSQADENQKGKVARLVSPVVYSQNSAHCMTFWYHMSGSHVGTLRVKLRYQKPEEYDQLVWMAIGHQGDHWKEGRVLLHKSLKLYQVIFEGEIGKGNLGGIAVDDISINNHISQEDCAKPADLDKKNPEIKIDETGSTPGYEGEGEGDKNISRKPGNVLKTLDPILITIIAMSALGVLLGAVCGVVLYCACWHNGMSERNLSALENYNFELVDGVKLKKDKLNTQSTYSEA
MT1-MMP act inh – MT1-MMP (human) activation inhibition | P50281 | HT1080 RFP-PRO-GFP cells, GFP/RFP ratio fluorescence, overnight; percent of plate control window, DMSO zero | GFP/RFP ratio change, % at 20 µM | hit rate 0.061% among 360,000 | AID 651647;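 active means GFP/RFP ratio change of at least 30% with cell ATP level not reduced by more than half and red fluorescence within 50% of control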; further: strong numbers were not always called active
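Read-out: GFP/RFP fluorescence ratio; Test system: RFP-PRO-GFP reporter HT1080 cells; Compound dosing: single-point 20 µM compound, 1% DMSO; Times: overnight compound exposure at 37 °C.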
E coli Lon inh – inhibitors of E. coli Lon protease; AID 602123; hit rate 0.42% among 360,000; P0A9M0; inhibition, % at 7.94 µM; purified E. coli Lon protease, fluorescence polarization; in the data active means inhibition above about 13%, passing the limit was not always enough;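 further: 0% = enzyme with probe and DMSO and 100% = no enzyme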
SKN-1 inh – blocks SKN-1 activity in C. elegans; AID 624304; C. elegans VP596 Pgst-4::GFP/RFP ratio, acrylamide-induced, 24 h; hit rate 0.49% among 360,000; inhibition, % at 21.8 µM;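 active means interference check ratio from 0.5 to 1.5 plus GFP to RFP signal ratio inhibition reaching or exceeding a fixed threshold, cut at about 30% in these data, passing the limit was not always enough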; further: some compounds called inactive have numbers as strong as hits
PABP1 MLLE inh – inhibitors of microRNA-mediated deadenylation, human PABP1 MLLE binding | hit rate 0.36% among 360,000 | inhibition, % at 20 µM | GST-MLLE / FITC-PAM2 fluorescence polarization; in the data active means inhibition above about 35%, passing the limit was not always enough;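 further: plate controls were DMSO wells with GST-MLLE for no effect and wells lacking GST-MLLE protein for full effect; some results filed as inactive read as strong as hits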
Rin1 Abl inh – inhibitors of human Rin1-Abl protein interaction. P00519+Q13671. TR-FRET Rin1/Abl binding, biochemical. inhibition, % at 7.35 µM. hit rate 0.4% among 360,000. AID 588664; in the data active means inhibition above about 5%, passing the limit was not always enough
Numbers without * were called inactive; i = inactive; · = no result given; + = active, no number.

Structure,Neddylation inh,FAS-TE inh,bovine MsrA act,NRP1-CendR mod,MT1-MMP act inh,E coli Lon inh,SKN-1 inh,PABP1 MLLE inh,Rin1 Abl inh
C[C@]12c3[nH]c4ccc(Cl)cc4c3CCN1C(=O)[C@@H](CC(=O)NCCCn1ccnc1)C[C@@H]2C(=O)N1CCCCC1,i,-7,0,-2,-2,2,7,4,-1
Cc1cccc(SC2CCN(C(=O)C3CCC(=O)N(C4CC4)C3)CC2)c1 (centres undefined),i,-9,-13,-3,·,6,0,-7,4
Brc1cc2ccccc2[n+](Cc2ccccc2)c1,i,-6,-3,-3,1,-9,1,-5,3
CCOc1cc(C)c(S(=O)(=O)Nc2ccc(Cl)cn2)cc1C,i,2,-15,2,-3,-6,9,-4,2
COc1ccc(NC(=O)c2nc[nH]c2C(=O)N[C@@H](C)c2ccccc2)cc1,i,13,4,4,2,-7,-1,8,2
CCc1ccc(Nc2ncc3c(n2)CC(C)CC3=O)cc1 (centres undefined),i,-2,-2,-5,-1,0,0,-7,4
O=C(CSc1nnc(CNC(=O)c2ccccc2)o1)NCc1ccco1,i,-8,-2,20,-2,-6,7,0,1
CCCOC(=O)C1C2C=CC3(CN(c4cccc(Cl)c4)C(=O)C13)O2 (centres undefined),i,-3,-2,-4,0,-9,3,-9,-2
CCOC(=O)c1ccccc1NC(=O)c1cccc([N+](=O)[O-])c1,i,12,-1,0,2,-10,-5,4,9.8*
CCC(CC)C(=O)Nc1cccc(C(=O)NC(C)(C)C)c1,i,-5,-2,-4,1,-11,-2,-4,1
COc1ccc(/C=c2\s/c(=C\C(=O)C(C)(C)C)[nH]c2=O)cc1O,i,-3,-6,4,1,-14,0,-17,3
CC(=O)c1ccccc1OC(=O)c1ccc(-c2ccccc2)cc1,i,32,0,-4,-8,0,5,-10,-2
CCN(CC)c1cc(C)c2cc(NC(=O)c3cccs3)ccc2n1,i,13,-1,-4,12,-1,6,-3,-1
Cc1ccc(CNC(=O)CSc2nnnn2C)cc1,i,-8,-1,-10,1,3,5,6,-2
Cc1ccc2nc(N3CCN(c4cccc(C)c4C)CC3)c3nnnn3c2c1,i,9,-3,-29,-8,-26,-22,-6,4

A different layout for 3 compounds above.
Every second line gives: Neddylation inh	FAS-TE inh	bovine MsrA act	NRP1-CendR mod	MT1-MMP act inh	E coli Lon inh	SKN-1 inh	PABP1 MLLE inh	Rin1 Abl inh
CCOc1cc(C)c(S(=O)(=O)Nc2ccc(Cl)cn2)cc1C
    i	2	-15	2	-3	-6	9	-4	2
CCOC(=O)c1ccccc1NC(=O)c1cccc([N+](=O)[O-])c1
    i	12	-1	0	2	-10	-5	4	9.8*
Cc1ccc(CNC(=O)CSc2nnnn2C)cc1
    i	-8	-1	-10	1	3	5	6	-2

New compounds follow:
Structure,Neddylation inh,FAS-TE inh,bovine MsrA act,NRP1-CendR mod,MT1-MMP act inh,E coli Lon inh,SKN-1 inh,PABP1 MLLE inh,Rin1 Abl inh
O=C(NN=Cc1ccc(O)cc1O)c1ccccc1NS(=O)(=O)c1cccs1,+,20,3,-6,3,5,-9,8,0
CCOC(=O)CC(=O)CSc1nc2c(C)c(C)ccc2cc1C,i,23,0,-5,-5,-2,3,5,3
O=C(Nc1cccc(C(F)(F)F)c1)c1cccnc1N1CCCC1,i,3,-4,3,6,-10,-4,18,0
CCC1CCCCN1C(=O)CSC1=NN2CCCC(=O)N=C2S1 (centres undefined),i,-3,-3,7,0,-7,-2,-2,-4
Cc1c(C(=O)NCC(c2ccco2)N2CCCC2)sc2ccccc12 (centres undefined),i,-1,-2,-10,1,-6,-1,-10,0
CCCC(=O)c1cc2cc(Cl)ccc2oc1=O,i,-7,-1,8,-3,3,-3,-5,1
COc1cccc(C2NC(=S)NC(C)=C2C(=O)c2ccccc2)c1OC (centres undefined),i,-2,-4,3,-2,-6,13,-136,3
O=S(=O)(c1ccc(S(=O)(=O)N2CCCC2)cc1)N1CCCCCC1,i,-5,-9,13,1,-2,-3,11,5
CCOc1ccc(C(=O)NCC(=O)OCc2c(F)cccc2Cl)cc1OCC,i,7,3,10,7,-9,9,-1,3
CCC1(CC)NC(=O)N(CC(=O)OC(C)C(=O)Nc2ccc(NC(C)=O)cc2)C1=O (centres undefined),i,-5,-1,7,1,-10,14,6,-3
Cc1c(C(=O)NNC(=S)Nc2cccc(Cl)c2)nnn1-c1ccccc1,i,-6,4,-2,-2,-1,0,25,1
COc1ccc(-c2cc(C(=O)OCC(=O)c3ccc(C)c([N+](=O)[O-])c3)c3ccccc3n2)cc1,i,23,-3,-16,7,-3,5,-1,-4
Cc1nnc(NC(=O)c2nn(CC(C)C)c(=O)c3ccccc23)s1,i,-2,-1,-18,1,3,3,-2,-5
Cc1csc2c(N3CCN(C(=O)Nc4ccccc4)CC3)ncnc12,i,-1,-2,1,3,1,15,25,1
OC1CCN(c2ncnc3c2nnn3Cc2c(F)cccc2Cl)CC1,i,-1,-4,-5,5,-5,4,8,-2
CN(C)c1nnnn1-c1ccc(Cl)cc1Cl,i,-11,-6,6,-1,-2,5,9,0
CCn1cc(C(=O)O)c(=O)c2cc(F)c(N3CCN(S(=O)(=O)c4ccc5c(c4)OCCO5)CC3)cc21,i,2,0,-8,-1,-4,15,5,0
O=C(NCC1CCN(C(=O)c2cccc([N+](=O)[O-])c2)CC1)c1cccc([N+](=O)[O-])c1,i,4,-2,5,-3,-2,-1,-3,2
OC(COC1CCCCC1)CN1CCN(c2ccccc2)CC1 (centres undefined),i,-8,0,0,0,0,0,4,3
O=C(CNC(=O)c1ccc(Cl)cc1)NNc1c(F)c(F)cc(F)c1F,i,-4,0,1,0,-4,9,28,4
CS(=O)(=O)c1ccc(Cl)c(NC(=O)COC(=O)c2ccc(F)cc2Cl)c1,i,8,-11,-1,8,6,-30,-8,-4
CCOC(=O)C1CCCN(S(=O)(=O)c2ccccc2)C1 (centres undefined),i,-3,0,-12,-2,-2,-4,0,-5
CCOc1ccc(CN(CCO)CCO)cc1[N+](=O)[O-],i,-4,-1,4,-1,-10,7,0,1
CS(=O)(=O)N1CCN(C/C=C/c2ccccc2)CC1,i,-2,-2,11,1,-6,3,0,3
CC(=O)Nc1ccc(-c2nn[nH]n2)cc1Cl,i,-6,-1,-2,0,-5,-2,1,-1
COc1ccc(-c2nn(Cc3ccccc3)cc2C(=O)N2CCN(c3ccccn3)CC2)cc1OC,i,0,-2,0,4,-11,-11,-11,-2
O=C(O)C1CCCN1C(=O)OCC1c2ccccc2-c2ccccc21 (centres undefined),i,-9,-3,-8,-2,-10,5,0,-1
O=C(NCCC1=CCCCC1)C1CCN(S(=O)(=O)c2cccs2)CC1,i,14,-2,3,-1,-6,8,-1,0
CCn1c(CNc2ccc(C)cc2)nnc1SCC(=O)NCc1ccccc1,i,-4,-2,5,12,-8,-6,-9,-3
COc1cccc(CN(C)CC(O)COc2cc(Cl)ccc2Cl)c1 (centres undefined),i,12,-1,20,-1,-7,-11,-12,-3
O=C(N/N=C/c1ccccn1)c1ccc([N+](=O)[O-])cc1,i,-5,0,-1,4,3,-17,6,-6
CCOc1ccc(N2CC(C(=O)OC)CC2=O)cc1 (centres undefined),i,-4,-2,-3,0,-3,-3,2,-1
Cc1cc[n+](-c2ccccc2)c2ccccc12,i,-3,-2,3,-4,0,0,7,-1
CC(CCc1ccccc1)NC(=O)c1nnc(Cc2ccc(F)cc2)o1 (centres undefined),i,3,-2,1,0,-7,-5,-3,-3
O=C(O)CC(C(=O)O)c1cn(Cc2ccccc2)c2ccccc12 (centres undefined),i,-6,4,-16,-1,-6,-5,-6,2
Clc1cnc(Nc2cccnc2)c(Cl)c1,i,0,-6,6,2,-3,-7,-11,1
O=C(O)C1CCCCC1C(=O)Nc1ccc(S(=O)(=O)N2CCCCCC2)cc1 (centres undefined),i,-3,-2,8,-2,10,-7,7,1
O=C(Nc1ccccc1Cl)c1ccn[nH]1,i,-8,1,-9,3,4,6,-5,-4
COc1ccc(CCN(C)c2ccc(C(N)=O)cc2[N+](=O)[O-])cc1OC,i,0,-2,1,-8,10,2,-5,-7
CC(NC(=O)c1cccc(Br)c1)c1ccccc1 (centres undefined),i,3,-2,5,1,4,8,0,3
CCc1cc(=O)oc2cc(OCC(=O)N3CCCc4ccccc43)ccc12,i,8,3,8,3,-1,4,-2,6
O=C(O)/C=C/C(=O)Nc1ccc(Cl)c(C(=O)O)c1,i,-4,0,-6,-4,4,-7,13,3
CCOC(=O)N1CCc2c(sc(NC(=O)C3COc4ccccc4O3)c2C(N)=O)C1 (centres undefined),i,-3,-4,11,0,5,5,-7,-3
CC(C)CC(NC(=O)OC(C)(C)C)c1cn([C@@H](CCC(=O)OC(C)(C)C)C(=O)N2CCN(C(=O)OC(C)(C)C)CC2)nn1 (some centres undefined),i,-1,-2,12,-9,-11,3,0,3
CCCC(=O)OCC(=O)Nc1ccc2[nH]c(=O)[nH]c2c1,i,-5,-1,2,1,0,-1,-17,0
CCCCCCCNC(=O)CC(NS(=O)(=O)c1ccc(NC(C)=O)cc1)C(C)C (centres undefined),i,2,-9,6,0,14,2,12,-1
S=C(NCc1ccc2c(c1)OCO2)Nc1ccc2nsnc2c1,i,22,-2,10,-6,1,-7,31,-1
COc1ccc(C(C#N)Nc2ccccc2C)cc1 (centres undefined),i,-5,-6,16,1,-3,-25,0,2
CCOC(=O)N1CCN(c2nnnn2-c2ccccc2)CC1,i,-5,-3,-6,3,13,-19,-18,-2
Cc1cnc(C(=O)OCC(=O)Nc2ccc3c(c2)OCCO3)cn1,i,-9,-1,2,1,-1,-4,-15,1
O=C(CN1C(=O)C(=O)N(C2CCCC2)C1=O)Nc1cc(Cl)ccc1[N+](=O)[O-],i,-4,-11,-11,-1,0,-27,0,-2
CCOc1cc(-c2nc(-c3ccc(C)nc3OCC)no2)cc(OCC)c1OCC,i,3,-3,0,2,-15,2,3,3
CCc1nc2ccc(C(=O)N(C)CCN(C)C)cn2c1N(C)Cc1cc2ccccc2s1,i,-4,0,-3,-1,-12,0,14,4
Cc1cc2nnc(SCC(=O)NCC3CCCO3)n2c2ccccc12 (centres undefined),i,-10,-4,1,0,2,4,-31,-1
Cc1cc(NC(=O)Cc2cc(F)cc(F)c2)no1,i,-4,-3,-2,0,-3,-9,4,0
O=C(CSc1nnc(Cc2ccccc2)n1-c1ccc(Cl)cc1)N1CCOCC1,i,-4,-2,-6,-2,-2,3,-4,1
Cc1cc(C(=O)OCC(=O)Nc2ccccc2F)c(C)o1,i,-1,-2,-7,2,-1,12,-17,-1
CCCc1nnc(NC(=O)c2cccs2)s1,i,-4,-11,-6,2,-8,-10,-10,1
CCNC(=O)C1(C)CCCN(C(=O)C2(c3ccc(Cl)cc3)CCCC2)C1 (centres undefined),i,-4,-6,-3,2,-2,-8,-19,2
CCCOc1cccc(C(=O)NC(=S)Nc2cccc(NC(=O)c3ccccc3Cl)c2)c1,i,14,-9,4,1,-5,9,20,-4

Three compounds out of the list above, sorted by the value under E coli Lon inh, falling.
SMILES	E coli Lon inh
Cc1cc(C(=O)OCC(=O)Nc2ccccc2F)c(C)o1	-1
CCCOc1cccc(C(=O)NC(=S)Nc2cccc(NC(=O)c3ccccc3Cl)c2)c1	-5
CCCc1nnc(NC(=O)c2cccs2)s1	-8

Screens from PubChem.
